PPARg SRC-2 ag: agonists of PPARg-SRC-2 recruitment, primary screen, biochemical, HTS; AID 1032, 2008; activation, % at 8 µM; PPARgamma LBD-SRC-2 recruitment; 200,000 tested, 0.34% active; Peroxisome proliferator-activated receptor gamma (Homo sapiens), P37231; in the data active = activation above about 22%;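 note: 0% = vehicle and 100% = reference agonist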
Target sequence (P37231 whole entry, looked up, the tested form may be a part): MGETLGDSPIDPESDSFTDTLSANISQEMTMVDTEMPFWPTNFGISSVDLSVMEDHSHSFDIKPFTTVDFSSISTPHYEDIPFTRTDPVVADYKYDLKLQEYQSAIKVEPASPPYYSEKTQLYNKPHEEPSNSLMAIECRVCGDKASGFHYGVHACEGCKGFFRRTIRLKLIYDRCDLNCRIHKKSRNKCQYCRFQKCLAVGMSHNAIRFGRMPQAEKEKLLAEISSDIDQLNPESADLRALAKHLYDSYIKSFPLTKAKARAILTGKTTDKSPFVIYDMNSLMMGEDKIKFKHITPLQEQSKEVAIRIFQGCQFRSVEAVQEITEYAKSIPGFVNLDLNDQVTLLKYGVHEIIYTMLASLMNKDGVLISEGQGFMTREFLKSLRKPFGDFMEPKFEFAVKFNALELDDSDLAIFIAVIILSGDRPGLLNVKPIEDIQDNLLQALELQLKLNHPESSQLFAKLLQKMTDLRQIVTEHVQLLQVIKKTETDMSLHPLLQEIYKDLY
PPARg SRC-3 ag: PPARgamma agonists recruiting SRC-3 coactivator, primary screen, biochemical; Peroxisome proliferator-activated receptor gamma (Homo sapiens), P37231; biochemical PPARgamma/SRC-3 coactivator recruitment assay; activation, % at 8 µM; 200,000 tested, 0.26% active; in the data active = activation above about 23%;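 note: 0% = DMSO and 100% = reference agonist; some compounds past the cut are filed as inactive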
PPARg SRC-1 ag: PPARgamma agonists recruiting SRC-1 coactivator, primary screen, biochemical | PPARgamma-SRC-1 coactivator recruitment biochemical assay | activation, % at 8 µM | 200,000 tested, 0.41% active; in the data active = activation above about 19%;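 note: 0% = DMSO and 100% = reference agonist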
S1P3 antag: S1P3 receptor antagonists, primary screen, cell-based | CHO S1P3 NFAT-BLA reporter, FRET fluorescence, antagonist mode | inhibition, % at 4.98 µM | 170,000 tested, 0.27% active;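 active = inhibition above the plate cutoff, the mean inhibition of test wells on that plate plus 3 SD, cut at about 28% in these data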;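 note: cells challenged with S1P at its EC80 of 0.8 µM; blue over green emission ratio from cleaved BLA substrate after 4 h stimulation; 0% = S1P-stimulated wells and 100% = unstimulated DMSO-only wells; some compounds past the cut are filed as inactive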
Target sequence (Q99500 whole entry, looked up): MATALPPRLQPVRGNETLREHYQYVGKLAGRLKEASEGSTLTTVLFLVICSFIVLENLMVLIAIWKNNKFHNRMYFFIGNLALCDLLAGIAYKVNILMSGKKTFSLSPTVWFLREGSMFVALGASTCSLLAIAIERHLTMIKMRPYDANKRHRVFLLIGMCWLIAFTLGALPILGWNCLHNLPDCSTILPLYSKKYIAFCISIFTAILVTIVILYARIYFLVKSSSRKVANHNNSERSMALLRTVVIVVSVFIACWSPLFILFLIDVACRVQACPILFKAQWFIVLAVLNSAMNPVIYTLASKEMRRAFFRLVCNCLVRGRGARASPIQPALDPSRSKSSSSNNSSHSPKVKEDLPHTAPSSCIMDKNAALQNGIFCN
L major viab: Leishmania major promastigote growth inhibition, primary screen; Leishmania major promastigotes, resazurin fluorescence viability; inhibition, % at 10 µM; 200,000 tested, 9% active; AID 1063, 2008; in the data active = inhibition above about 50%;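 note: promastigotes grown with compound for 44 hours at 28 °C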
SRC2 TRFRET art: TR-FRET signal artefacts, primary screen, artefact control for PPARgamma SRC-2 agonist project, biochemical; TR-FRET artefact counter-screen; active compounds read high; TR-FRET ratio at 8 µM; 200,000 tested, 0.4% active; in the data active = TR-FRET ratio above about 2000; note: inactives centre near 1500
HMGR II inh: inhibitors of E. faecalis class II HMGR, primary screen, biochemical, Enterococcus faecalis. HMG-CoA reductase (Enterococcus faecalis, mvaE). inhibition, % at 10 µM. 190,000 tested, 0.41% active. purified E. faecalis HMGR, NADPH absorbance 340 nm kinetic;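 active = inhibition above a set limit, the median over all tested compounds plus 3 SD, cut at about 9.5% in these data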;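 note: enzyme runs in reverse so mevalonate oxidation gives rising NADPH absorbance; 0% = complete reaction with DMSO and 100% = background rate lacking mevalonate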
Redox H2O2 prof: compounds producing H2O2 with reducing agent – biochemical, NIH compound library profiling, artefact control for MLSCN library redox annotation, primary screen; DTT-dependent redox cycling H2O2, phenol red/HRP absorbance; 100% = 100 µM peroxide control, 0% = buffer; activation, % at 10 µM; 200,000 tested, 0.03% active;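 active = activation of at least 50% relative to the plate's high and low controls in the primary single-dose screen; inactive = activation below 50%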;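 note: compound incubated with DTT at 0.8 mM final as the reducing agent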
RAM network inh: inhibitors of the yeast RAM network, primary screen, dse1pr::URA3 reporter, 5-FOA selection; AID 868, 2007; S. cerevisiae dse1pr::URA3 reporter, 5-FOA growth OD615, 2 d; analog-sensitive cbk1-as2 kinase mutant strain; inhibition, % at 50 µM; 190,000 tested, 1.8% active;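 active = inhibition above a set limit, 3 SD over mean compound inhibition, cut at about 8.4% in these data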;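 note: 0% = DMSO-only wells with no growth and 100% = 10 µM 1-NA-PP1 full growth; inhibition rescues growth on 5-FOA so higher OD means more RAM inhibition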
bIAP inhibitor: bovine intestinal alkaline phosphatase inhibitors, primary screen, selectivity assay for TNAP inhibitor project, biochemical, bovine IAP, CDP-star luminescence | inhibition, % at 20 µM | alkaline phosphatase, intestinal [Bos taurus] | 190,000 tested, under 10 active | AID 1019, 2008 | purified bovine IAP, 30 min;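 active = over 50% inhibition of intestinal alkaline phosphatase at 20 µM in the single-dose screen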
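Assay system – bovine IAP enzyme · Quantity – bovine IAP at 1/65,000,000 final dilution · Detection – CDP-star luminescence signal · Times – 30 min reaction at room temperature · Also added – CDP-star substrate at 30 µM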
ROMK mod: ROMK potassium channel modulators, primary screen, cell-based, thallium flux, MLSMR library. ATP-sensitive inward rectifier potassium channel 1 (Homo sapiens), P48048. Tet-inducible ROMK, thallium flux fluorescence; actives lie on both sides. B-score at 10 µM. 130,000 tested, 2% active;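 active = signal ratio slope over the read window, or its plate-corrected B-score, at least 3 SD from the plate mean, either direction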;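 note: B-score of the F/F0 ratio slope over 7 to 12 s after thallium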
Active calls of the source: *; nt = not tested or not shown.

SMILES,PPARg SRC-1 ag,SRC2 TRFRET art,HMGR II inh,Redox H2O2 prof,PPARg SRC-3 ag,bIAP inhibitor,ROMK mod,RAM network inh,L major viab,S1P3 antag,PPARg SRC-2 ag
O=C(NCCCn1ccnc1)c1ccc(N2CCCCCC2)c([N+](=O)[O-])c1,6,1833,-3,-1.8,2,5,-1.7,0.4,90*,5,6
CC(C)/C=C1\CC/C(=C\c2cccnc2)C1=O,6,1571,-7,-0.1,3,13,-0.71,1.2,54*,-7,-1
CC1(C)Cc2c(c(-c3ccccc3)nc(N3CCOCC3)c2C(N)=O)CO1,-6,1514,-4,0.1,5,-4,0.34,0.9,-2,nt,-6
CC/C(=N/Nc1ccc(Cl)cc1)c1cnnc(SC)n1,-3,1430,-2,1.4,3,-33,0.15,5.1,54*,-4,2
COc1ccc(-c2[nH]ncc2/C=N\NS(=O)(=O)c2ccccc2)cc1OC,4,1558,-1,0.1,-2,2,-0.48,-0.6,-2,nt,4
COc1ccc(CNC(=S)N/N=C/c2ccncc2)cc1,5,1810,-3,-0.2,1,35,1.5,1.1,54*,-5,5
O=C(CCCOc1ccccc1)NC(=S)Nc1ccccc1,-3,1506,-6,-0.9,3,-10,0.11,2.1,-4,21,2
NS(=O)(=O)c1ccc(CCNC(=O)c2ccc(S(=O)(=O)N3CCCCC3)cc2)cc1,-6,1576,-2,-0.1,-4,-4,1.5,-0.7,-4,nt,-7

Part of the list above, showing only L major viab and bIAP inhibitor.
Structure | L major viab | bIAP inhibitor
CC1(C)Cc2c(c(-c3ccccc3)nc(N3CCOCC3)c2C(N)=O)CO1 | -2 | -4
CC/C(=N/Nc1ccc(Cl)cc1)c1cnnc(SC)n1 | 54* | -33

(continued)
SMILES,PPARg SRC-1 ag,SRC2 TRFRET art,HMGR II inh,Redox H2O2 prof,PPARg SRC-3 ag,bIAP inhibitor,ROMK mod,RAM network inh,L major viab,S1P3 antag,PPARg SRC-2 ag
CC1(C)CC2(CC(c3ccccc3)Oc3cc(O)ccc32)NC(=S)N1 (stereo not drawn),-6,1394,-1,0.3,-4,4,nt,0.1,12,-5,-6
CC(C(=O)NC1CCCCCC1)N(c1ccccc1)S(C)(=O)=O (stereo not drawn),1,1770,2,1.5,8,14,nt,-1.1,5,-13,10
CC(C)=CCC/C(C)=C/COc1ccc2ccc(=O)oc2c1,-1,1672,-1,0.4,1,11,nt,0.9,-13,4,-4
O=C1/C(=C/c2ccco2)Cc2ccccc21,13,1547,0,0.1,6,6,-0.49,0.7,-5,-9,1
COc1ccc(NC(=O)c2ccco2)cc1NC(=O)c1ccco1,-6,1458,0,-0.4,-3,7,nt,2.3,5,-31,0
COc1cc(NC(=O)C(C)Oc2ccccc2)cc(OC)c1 (stereo not drawn),6,1515,2,-3.1,3,-7,nt,1.9,3,-12,-1
COC(=O)c1ccn(C(=O)c2ccc(Cl)cc2)n1,8,1473,-11,0.5,7,0,0.22,-0.4,-1,nt,1
Cc1c2cnn(CC(=O)N3CCN(c4ncccn4)CC3)c(=O)c2c(C)n1Cc1ccc(F)cc1,3,1612,-9,0.5,-1,-2,nt,2.6,-5,-5,-2
CN1CCN(C2=C(Cl)C(=O)C(c3cnc(N4CCCCC4)s3)=C(Cl)C2=O)CC1,7,1622,-7,3.3,16,1,-0.38,1.8,7,nt,8
CCc1nnc(NC(=O)CSc2ccc(-c3nc4ccccc4[nH]3)cn2)s1,-1,1638,nt,-5.2,9,1,nt,2.0,4,nt,11
O=C(NCCCN1CCC(Cc2ccccc2)CC1)C1CCN(S(=O)(=O)N2CCC3(CC2)OCCO3)CC1,-5,1561,0,-0.6,-1,-12,-0.49,1.3,-5,-15,6
CCOC(=O)c1nc(S(C)(=O)=O)ncc1Cl,1,1648,-7,-0.2,5,10,0.12,1.2,-2,15,1
Cc1[nH]ccc(=O)c1OCc1ccccc1,6,1506,-3,-1.8,-6,4,nt,0.6,-2,nt,8
CCOC(=O)NC1(C(F)(F)F)C(=O)N(Cc2ccccn2)C2=C1C(=O)CC(C)(C)C2 (stereo not drawn),-2,1504,-5,3.2,-1,8,nt,0.8,-3,-32,-6
O=C(c1cccs1)N1CCC(c2nc3c(nnn3Cc3ccccc3)c(=O)[nH]2)CC1,1,1605,1,-0.6,11,3,nt,0.4,5,-12,7
O=C(COC(=O)c1ccc([N+](=O)[O-])o1)Nc1cccc2ccccc12,8,1683,1,-2.0,1,1,-0.012,3.0,-17,3,4
Cc1ccc(NC(=S)NCCC(c2ccccc2)c2ccccc2)c(C)c1,2,1362,-5,6.8,0,-4,nt,6.1,66*,nt,0
CC(=O)Nc1ccc(/C=N\NC(=O)CNS(=O)(=O)c2ccc([N+](=O)[O-])cc2)cc1,-9,1255,-5,-0.9,0,-46,0.006,2.0,-1,-8,3
C=CCNC(=S)N/N=C/c1ccc(N(CC)Cc2ccccc2)cc1,4,1586,-1,0.1,4,2,0.35,15*,49,16,6
COc1ccc(C2C(C#N)=C(N)Oc3c2sc2nc(C)cc(C)c32)cc1 (stereo not drawn),10,1638,-7,2.0,0,0,1.5,0.0,100*,nt,5
CN(C)CCCN(Cc1ccccc1)C(=S)Nc1ccc(OC(F)F)cc1,0,1720,-3,0.4,2,5,nt,-0.9,99*,9,-3
CCN1C(=O)/C(=C\N(C(C)=O)c2ccccc2)OC1=S,1,1562,3,-0.4,0,-6,-3.1,0.0,-5,nt,4
O=S(=O)(Cc1ccccc1Cl)N1CCN(Cc2ccc3c(c2)OCO3)CC1,-5,1506,1,3.3,-4,2,-0.58,0.0,96*,15,-9
Cc1ccc(NC(=O)CCC(=O)NNC(=O)CCc2ccccc2)c(C)c1,-5,1514,-3,0.1,4,-31,-0.36,2.8,-3,-7,-2
O=C(O)c1cccc(S(=O)(=O)Nc2cccc(S(=O)(=O)N3CCCCCC3)c2)c1,8,1565,-3,-0.3,5,4,1.4,1.1,-16,0,5
CC(=O)Nc1ccc(-c2csc(Nc3ncccn3)n2)cc1,7,1740,-3,0.0,-4,9,0.63,3.3,-7,-4,6
COc1ccc(N(CC(=O)NCC2CCCO2)C(=O)CCC(=O)Nc2nccs2)cc1 (stereo not drawn),2,1472,5,1.3,0,nt,nt,0.9,-3,nt,-1
COc1ccc(NC(=O)CCC(=O)c2cccs2)cc1S(=O)(=O)Nc1ccccc1Cl,3,1527,1,0.0,0,-32,-0.31,10.0*,0,1,0
O=C(Nc1ccc(-c2nc3ncccc3o2)cc1)c1ccco1,-5,1481,-3,3.1,-15,5,nt,3.2,0,-30,-1
CCOc1ccc(CN(CCO)CCO)cc1[N+](=O)[O-],-2,1636,0,0.9,-3,-1,nt,0.7,-3,nt,3
Cn1c2c(c(=O)n(C)c1=O)C(c1cccc(Br)c1)C1C(=O)c3ccccc3C1=N2 (stereo not drawn),-2,1569,nt,1.5,11,nt,-0.38,nt,1,-16,-3
O=C(CS(=O)(=O)c1cccc(C(F)(F)F)c1)Nc1ccccc1Cl,4,1673,-2,-4.7,12,4,nt,1.2,11,nt,-2
CCCCCCC(=O)N/N=C/c1ccco1,-1,1296,-3,-0.1,2,22,1.1,-0.5,-6,-11,-3
CC(CCc1ccccc1)NC(=O)C1CCN(S(=O)(=O)N2CCOCC2)CC1 (stereo not drawn),11,1640,2,0.1,-1,9,-0.33,2.9,-5,2,-3
COC1CCCCC1Nc1cccc(SC)c1 (stereo not drawn),0,1557,1,0.1,8,4,nt,1.3,-4,14,8
Cc1cccc(C(=O)NC(NCc2ccco2)C(Cl)(Cl)Cl)c1 (stereo not drawn),2,1554,-3,-4.0,-3,9,nt,0.3,12,nt,10
O=C(C(=O)N1CCCc2ccccc21)c1c[nH]c2ccccc12,-3,1573,0,1.7,1,9,nt,3.5,8,nt,-3
COc1ccc2cc3cc(C(=O)NCCc4ccc(OC)c(OC)c4)oc3nc2c1,-6,1370,2,1.5,-14,4,nt,4.5,29,-6,2
CC(C)N1CCN(Cc2ccoc2)CC1CCO (stereo not drawn),-4,1750,-4,0.0,5,0,0.22,0.5,-5,12,0
COc1ccc(-c2noc(CN3CCCCC3)n2)cc1OC,10,1313,-3,1.5,0,-5,nt,0.4,0,nt,-8
CCOC(=O)Cc1csc(NC(NC(=O)CC)(C(F)(F)F)C(F)(F)F)n1,6,1530,1,2.2,-6,4,-0.017,1.2,-1,-4,6
O=C(N1CCCC1)C12CC3CC(CC(C3)C1)C2,-2,1528,-1,-0.6,13,13,-0.089,-1.6,-5,nt,3
Cc1ccc(N(CC(=O)NCc2ccco2)S(=O)(=O)c2ccccc2)cc1,-7,1304,-9,-0.3,6,-11,nt,0.4,43,nt,2

From PubChem BioAssay
